Bioassay records from PubChem.
pAkt inh = HTS Assay for Inhibitors of Akt Phophorylation: Primary Screen | AID 651550, 2012 | Neuro2A IGF-stimulated pAkt S473 HTRF, 20 min; stronger effect = lower value | 360,000 tested, 0.32% active | activity change, % for hits at 50 µM; in the data active means activity change below about -80%; inconclusive means mostly about -51% to -80%; further: on the % scale 0 is the no-effect control and ±100 the full control effect
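Single-point screen (50 µM final compound) in Neuro2A cells stimulated 20 min with 6 nM IGF at 37 deg C. After lysis, Ser473-phosphorylated Akt read by HTRF (ex 330 nm, em 615/665 nm) as the 665/615 ratio.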
MmCpn inh = Inhibitors of TCP-1 ring complex (TRiC) of Methanococcus maripaludis (MmCpn): qHTS; 330,000 tested, 0.031% active; Chaperonin Mm-Cpn (Methanococcus maripaludis); purified Mm-Cpn ATPase, ADP Transcreener TR-FRET; Potency, µM (titrated, usually from 76.9 µM), without a hit: at the top dose activity, negative = inhibition, actives largely listed as inhibitors; further: potency means the concentration at half of the fitted maximal effect; on the % scale 0 is the no-effect control and ±100 the full control effect; nearly all actives have a fitted effect of over 80% in size
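Measured: ADP formation by purified Mm-CPN. Conditions: 25 nM protein, 10 uM ATP, Tris pH 7.4 with Mg2+, K+ and DTT, 37°C for 30 min. Detection: Transcreener HTRF after 30 min at room temperature.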
EPAC2 antagonist = qHTS for Antagonist of cAMP-regulated guanine nucleotide exchange factor 2 (EPAC2): primary screen; Rap guanine nucleotide exchange factor 4 (Homo sapiens), Q8WZA2; EPAC2 GEF exchange of Rap1B-BODIPY-GDP, fluorescence; Potency, µM (series often up to 114 µM), for the others: at the top dose activity, negative = inhibition, hits mostly inhibitors; 360,000 tested, 0.18% active; AID 720708, 2013; further: potency means the concentration at half of the fitted maximal effect; on the % scale 0 is the no-effect control and ±100 the full control effect; nearly all actives have a fitted effect of over 45% in size; many of its hits are not listed in these tables
Target sequence (Q8WZA2 whole entry, looked up): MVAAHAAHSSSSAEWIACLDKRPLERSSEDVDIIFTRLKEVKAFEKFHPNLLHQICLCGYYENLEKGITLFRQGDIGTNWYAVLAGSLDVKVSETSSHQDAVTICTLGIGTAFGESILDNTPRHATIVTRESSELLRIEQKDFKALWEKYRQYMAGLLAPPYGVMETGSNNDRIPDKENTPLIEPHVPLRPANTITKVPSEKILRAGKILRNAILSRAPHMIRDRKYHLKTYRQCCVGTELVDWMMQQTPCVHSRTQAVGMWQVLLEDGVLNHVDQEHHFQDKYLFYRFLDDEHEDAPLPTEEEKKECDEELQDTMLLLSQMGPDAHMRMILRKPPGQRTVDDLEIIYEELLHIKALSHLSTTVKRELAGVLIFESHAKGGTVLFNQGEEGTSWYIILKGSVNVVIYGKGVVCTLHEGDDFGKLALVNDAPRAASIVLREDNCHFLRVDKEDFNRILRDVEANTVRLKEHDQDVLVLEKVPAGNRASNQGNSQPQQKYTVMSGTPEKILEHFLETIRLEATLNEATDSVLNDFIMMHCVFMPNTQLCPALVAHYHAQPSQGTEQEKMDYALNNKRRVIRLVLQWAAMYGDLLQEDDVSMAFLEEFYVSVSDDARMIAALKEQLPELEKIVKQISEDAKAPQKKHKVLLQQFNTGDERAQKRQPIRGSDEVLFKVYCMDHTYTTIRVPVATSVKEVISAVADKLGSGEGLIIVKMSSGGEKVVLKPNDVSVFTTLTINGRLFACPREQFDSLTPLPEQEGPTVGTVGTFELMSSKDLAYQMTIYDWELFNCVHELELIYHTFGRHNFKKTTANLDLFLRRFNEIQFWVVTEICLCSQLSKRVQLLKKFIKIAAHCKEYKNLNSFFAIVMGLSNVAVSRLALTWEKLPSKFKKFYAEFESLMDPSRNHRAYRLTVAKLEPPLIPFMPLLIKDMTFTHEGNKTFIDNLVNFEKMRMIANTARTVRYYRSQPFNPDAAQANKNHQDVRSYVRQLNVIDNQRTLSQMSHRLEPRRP
CCT modulator = High-Throughput Screening for Modulators of Cytosolic Chaperonin Activity. purified chaperonin ATPase assay, HTRF ADP detection, 30 min. 360,000 tested, 0.3% active. activity change, % (concentration not given with the values), hits read low; in the data active means activity change below about -30%; further: on the % scale 0 is the no-effect control and ±100 the full control effect
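TRiC at 40 or 20 nM final (batch-dependent) in 30 mM Tris pH 7.4, 100 mM KCl, 5 mM MgCl2, 1 mM DTT, with compound at single 76 uM and 10 uM ATP, 30 min at 37 deg C. ADP detected by HTRF Transcreener, 665/615 ratio.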
Nrf2 activator = qHTS of Nrf2 Activators | AREc32 ARE-luciferase reporter (MCF7-derived line), luminescence, 24 h | Potency, µM (highest dose often 46.1 µM), for inactives: at the top dose activation, actives largely listed as activators | 410,000 tested, 0.31% active | AID 624171, 2012; further: potency means the concentration at half of the fitted maximal effect; % of control where 0% means no effect; nearly all actives have a fitted effect of over 65% in size
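Each well held 1000 AREc32 cells, which were incubated with compound for 24 hr at 37 deg C after overnight attachment, and ARE reporter activity was quantified by firefly luciferase luminescence.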
A549 tox = Nrf2 qHTS screen for inhibitors: counterscreen for cytotoxicity; Potency, µM (titrated, usually from 46 µM), inactives show top-dose activity change, negative = cytotoxicity, actives largely listed as inhibitors; 390,000 tested, 0.16% active; A549 ARE-Fluc cells, CellTiter-Fluor viability, 18-24 h; further: potency means the concentration at half of the fitted maximal effect; on the % scale 0 is the no-effect control and ±100 the full control effect
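A549 ARE-Fluc cells in 5% FBS OPTI-MEM, 5000 cells/well, rested 2 h then exposed to compounds in concentration-response for 18-24 h at 37 °C. Viability by CellTiter-Fluor fluorescence (Ex 405/Em 525) after 30 min; luciferase luminescence (BugLite, 15 min, RT) read afterwards.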
EPAC2 ag = qHTS for Agonist of cAMP-regulated guanine nucleotide exchange factor 4 (EPAC2): primary screen; Rap guanine nucleotide exchange factor 4 (Homo sapiens), Q8WZA2; EPAC2 activation, biochemical qHTS; response scale: 100% = 6.5 mM cAMP response; Potency, µM (doses to about 154 µM), for inactives: at the highest dose activation, usual class: activators; 360,000 tested, 0.079% active; AID 720711, 2013; further: potency means the concentration at half of the fitted maximal effect; nearly all actives have a fitted effect of over 50% in size
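Compounds were titrated in qHTS against a Rap1B-BODIPY-GDP (250 nM) complex with EPAC2 (100 nM) and GDP (50 uM). BODIPY-GDP release tracked at 480/540 nm over 30 min at room temperature, normalized to 6.5 mM cAMP.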
TGFb inhibitor = qHTS for Inhibitors of TGF-b; AID 588855, 2011; 410,000 tested, 1.2% active; HepG2 CAGA-GFP TGF-b/SMAD3 reporter, GFP fluorescence, 18 h; TGF-beta stimulated, 500 pg/mL final; Potency, µM (top dose mostly 46.1 µM), without a hit: at the top dose activity, negative = inhibition, most hits filed as inhibitors; further: potency means the concentration at half of the fitted maximal effect; on the % scale 0 is the no-effect control and ±100 the full control effect; nearly all actives have a fitted effect of over 65% in size
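First, reporter cells (HEPG2 CAGA-GFP) rested 2 h at 37 degrees C. Next, compounds were pinned in and TGF-beta added to 500 pg/mL final. After 18 h, GFP was imaged per cell and summed per well.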
Nrf2 block = Nrf2 qHTS screen for inhibitors. Potency, µM (series often up to 46 µM), for inactives: at the highest dose activity change, negative = inhibition, most hits filed as inhibitors. 360,000 tested, 2.1% active. A549 ARE-Fluc reporter, luciferase luminescence, 18-24 h; further: potency means the concentration at half of the fitted maximal effect; on the % scale 0 is the no-effect control and ±100 the full control effect; nearly all actives have a fitted effect of over 60% in size
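A549 ARE_Fluc cells (5000/well, 5% FBS OPTI-MEM) pre-incubated 2 h, then treated with compounds 18-24 h at 37C/5% CO2 in concentration-response. CellTiter-Fluor viability read first; BugLite luciferase luminescence after 15 min at room temperature gives Nrf2 activity.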
The depositor's hits bear a star; i = inactive; u = inconclusive; x = no result given; [ ] = remark or other dose. Unless noted, the call rests on the fitted dose curve; in most records, active means well fitted curve in the direction sought with a large enough effect; inconclusive means small, poorly fitted or top-dose-only effect, or another doubt; inactive means no such curve, though single readings can be large; an effect the other way counts as inactive or inconclusive. Some of the compounds tested (hit frequency here may not be typical).

Below each SMILES – pAkt inh	MmCpn inh	EPAC2 antagonist	CCT modulator	Nrf2 activator	A549 tox	EPAC2 ag	TGFb inhibitor	Nrf2 block
COc1ccc(C(=O)OCC(=O)NC23CC4CC(CC(C4)C2)C3)c(OC)c1OC
  i	0%	-6%	-1.3	0.2%	1%	9%	-3%	-2%
CCN1C(=O)[C@H]2[C@@H](c3ccc(C)cc3)N[C@]3(CCCN(Cc4ccccc4)C3=O)[C@H]2C1=O
  i	x	3%	-0.9	-1.3%	x	18%	13%	x
COc1cccc(NC(=O)CN2C(=O)NC3(CCc4ccccc43)C2=O)c1 (stereo not given)
  i	1%	0%	-4.4	-0.1%	1%	5%	1%	1%
Clc1ccc2nc3c4ccccc4cnn3c2c1
  i	-4%	-24%	-0.6	u	7%	10%	-7%	u
Cc1ccc(S(=O)(=O)NCC(=O)N/N=C/c2ccc(Cl)cc2)cc1
  i	0%	-2%	-1.2	0.6%	-2%	2%	0%	8%
CN1CCN(S(=O)(=O)c2ccc(Oc3cccc(C(F)(F)F)c3)nc2)CC1
  i	-2%	5%	-2.4	2.7%	-10%	6%	5%	-2%
O=C(NNC(=O)c1ccccc1C(=O)O)c1ccc(S(=O)(=O)N2CCCCC2)cc1
  i	0%	-1%	-1.7	0.3%	0%	14%	-3%	0%
O=C(Nc1ccnn1C1CCN(CC2CC=CCC2)CC1)c1ccccc1Cl (stereo not given)
  i	-2%	3%	0.7	-0.1%	3%	9%	3%	23%
COc1cc(OC)cc(C(=O)NNC(=O)CCNS(=O)(=O)c2ccc(Br)cc2)c1
  i	-2%	1%	-2.1	0.3%	1%	9%	-15%	7%
CC(C)C[C@H]1COc2cc(N3CC[C@H](O)C3)ccc2S(=O)(=O)N1
  i	x	12%	0.8	0.6%	x	0%	x	x
Cc1ccc(/C=C/C(=O)O)cc1S(=O)(=O)Nc1ccc2c(c1)OCO2
  i	-2%	15%	0.9	-0.1%	-2%	-2%	5%	-5%
CCCCCCNS(=O)(=O)c1ccc(Cl)s1
  i	2%	-4%[57.1 µM]	-1.1	0.2%	2%	-1%	0%	11%
CCCCN(C(=O)C1CCC1)c1c(N)n(Cc2ccccc2)c(=O)[nH]c1=O
  i	-3%	4%	0.0	-0.6%	0%	-4%	8%	1%
O=C(Nc1ccc(SC(F)F)cc1)C1=COCCO1
  i	-2%	2%	0.6	-0.4%	0%[1.84 µM]	10%	2%	u
CC(Cc1cccs1)N(Cc1ccc(Cl)cc1)C(=O)c1ccncc1 (stereo not given)
  i	0%	-7%	2.0	-0.4%	1%	2%	-20%	-1%
C=CCN(c1ccccc1OC)S(=O)(=O)c1cccc(C(=O)OCC(=O)N2CCOCC2)c1
  i	-2%	0%	-0.6	0.4%	10%	4%	1%	-3%
CC(NC(=S)Nc1c(Br)cccc1OC(F)F)C(C)(C)C (stereo not given)
  i	1%	7%	-0.3	-0.7%	9%	0%	-2%	7%
O=C(CSC1=NCCS1)Nc1nc2c(s1)CCCC2
  i	-14%	-1%	-1.5	u	-1%	6%	17%	3%
O=C(COC(=O)CSc1cc(Cl)ccc1Cl)Nc1ncc(C(F)(F)F)cc1Cl
  i	-2%	-1%	0.5	2.1%	1%	6%	-10%	12%
CCn1c(SCC(N)=O)nnc1-c1ccc(S(=O)(=O)N2CCN(C)CC2)cc1
  i	1%	-11%	-1.0	-0.6%	13%	5%	20%	12%
Cc1cnc(NC(=O)c2ccc3ncsc3c2)s1
  i	-4%	-6%	2.0	3.6%	-1%	11%	-4%	u
CN(C)c1ccc(-c2ccnc3c2CC(C)(C(=O)Nc2cccc(N(C)C)c2)O3)cc1 (stereo not given)
  i	x	2%	2.0	0.2%[9.22 µM]	x	2%	14%	x
COc1ccc(NC(=O)c2ccc3oc(=O)c(S(=O)(=O)c4ccc(C)cc4)cc3c2)cc1OC
  x	x	x	x	8.6%	9%	x	-25%	3%
Cc1cc(=O)cc(C)n1-c1ccc(Br)cc1
  i	1%	27%	-1.1	2.5%	1%	1%	-2%	17%
COc1ccc(NC(=O)CCCn2cnc3ccccc3c2=O)cc1
  i	1%	8%	4.6	3.2%	0%	6%	5%	5%
COc1cccc2c(Nc3ccccc3C)cc(C)nc12
  i	1%	0%	-5.6	4.4%	0%	14%	u	-14%
COC(=O)c1ccc(COc2ccccc2/C=N/NC(=O)c2cccnc2)cc1
  i	4%	-1%	-0.1	0.2%	-5%	-5%	1%	-7%
CCOc1cc(C(=O)NCc2nnc(SCC(=O)OC)n2C)cc(OCC)c1OCC
  i	0%	13%	0.4	-0.5%	-2%	24%	0%	5%
O=C(Nc1ccc(-c2nnc3n2CCCCC3)cc1)c1ccco1
  i	-1%	1%	-4.7	-0.4%	0%	9%	4%	9%
Cc1ccc2scc(CN3CCCC3)c2c1
  i	x	3%	-1.3	0.1%	-2%	9%	10%	11%
O=[N+]([O-])c1ccccc1N=Nc1ccc(O)cc1O
  i	x	-1%	1.6	6.5%	-14%	-1%	1%	u
COc1ccc(NC(=S)N(CCCN2CCCCCC2)Cc2cccs2)cc1
  i	-2%	9%	-0.5	-0.2%	5%	-2%	4%	24%
Cc1cc(C)c(NC(=O)c2ccc3nccnc3c2)c(C)c1
  i	-1%	8%	-0.1	-0.5%	-12%	-4%	-1%	14%
COc1cccc(NS(=O)(=O)c2ccc(-c3coc(C)n3)cc2)c1
  i	1%	3%	-0.6	-0.4%	4%	5%	u	-28%
CC(C)c1ccc(CNn2cnnc2)cc1
  i	0%	0%	1.0	-0.4%	5%	1%	-7%	15%
C[C@@H]1CN([C@H](C)CO)C(=O)CCCn2nncc2CO[C@H]1CN(C)Cc1ccc2c(c1)OCCO2
  i	x	-19%	-1.8	2.4%	x	14%	37%	x
CN1C(C(=O)Nc2ccccn2)=C(O)c2sc(Cl)cc2S1(=O)=O
  i	2%	0%	-4.5	-1.1%	-11%	11%	8%	6%
Cc1nc2ccccc2c(=O)n1/N=C/c1ccco1
  i	0%	5%	-7.0	u	18%	11%	6%	-1%
COc1ccc(OCC(=O)OCC(=O)NCc2ccc(F)cc2)cc1
  i	-21%	0%	-2.4	0.1%	1%	14%	0%	14%
CCOC(=O)C1(CCCc2ccccc2)CCN(C(=O)COC)CC1
  i	1%	0%	0.6	-0.8%	0%	6%	-2%	-7%
CCCS(=O)(=O)NC(=O)C1(C)CCCN(C(=O)c2ccc(SC(F)(F)F)cc2)C1 (stereo not given)
  i	x	8%	-3.8	-0.6%	x	1%	16%	x
Cc1nn(Cc2ccc(Cl)cc2)c(C)c1NC(=O)c1ccc([N+](=O)[O-])cc1
  i	-2%	-4%	0.8	0.5%	-3%	0%	-16%	u
O=C(CNC(=O)c1ccccc1F)OCc1cc(=O)n2nc(C3CCCCC3)sc2n1
  x	x	x	x	-0.1%	1%	x	-48%	u
C=CCC(=O)N1CCCC(CCC(=O)NCc2ccccc2F)C1 (stereo not given)
  i	2%	-3%	1.5	-0.1%	0%	-9%	u	u
COc1ccc(C2C(C#N)=C(N)OC3=C2C(=O)CC(C)(C)C3)cc1 (stereo not given)
  i	1%	-8%	1.9	-1.2%	-1%	-4%	6%	2%
COc1ccc(CNC(=O)Cn2nc(C)c3c(C)n(-c4ccc(C)cc4)nc3c2=O)cc1OC
  i	-5%	-23%	-0.7	-0.6%	-11%	-5%	-29%	23µM*
O=C(NCc1cccc(F)c1F)C1CCC(=O)N(C2CCCCCC2)C1 (stereo not given)
  i	0%	-1%	2.3	-0.3%	-6%	-6%	11%	12%
CC(=O)N1CCN(c2ccc(NCc3ccc4c(c3)OCO4)cc2)CC1
  i	-6%	11%	3.0	-0.3%	11%	2%	-4%	6%
CCN1C(=O)N[C@@H](CCc2ccccc2)[C@H](C(C)=O)[C@H]1C
  i	x	8%	1.1	0.1%	0%	0%	-13%	-13%
Cc1ccc(S(=O)(=O)Cc2ccc(C(=O)NC3CCCC3)o2)cc1
  i	-3%	-5%	0.7	-0.1%	-4%	3%	-4%	9%
Cn1nc(C(=O)N2CCCCC2)c2c1-c1ccccc1S(=O)(=O)C2
  i	0%	2%	1.1	0.3%	-8%	-12%	9%	6%
CN(CC(=O)Nc1ccccc1Cl)C(=O)COC(=O)C1CCN(c2ccc(C(F)(F)F)cn2)CC1
  i	-1%	-4%	-0.7	-0.2%	-5%	-5%	2%	15%
Cc1ccc(-n2cc(C(=O)c3ccc(F)cc3)nn2)cc1Cl
  -121%*	-2%	-5%	-10	2.7%	-1%	5%	0%	u
Cc1cc(C)cc(Nc2cnn(C34CC5CC(CC(CC(=O)O)(C5)C3)C4)c(=O)c2Cl)c1
  i	0%	-1%	-1.9	-0.5%	-6%	6%	2%	7%
Cc1ccc(C(=O)C[n+]2ccc3ccccc3c2)cc1
  i	-1%	6%	2.4	16%	-5%	-5%	-1%	u
